# ALOX12 inh: Primary qHTS assay for inhibitors of human arachidonate 12S-lipoxygenase (ALOX12): Round 2; Polyunsaturated fatty acid lipoxygenase ALOX12 (Homo sapiens), P18054; purified 12hLO, xylenol orange hydroperoxide absorbance; Potency, µM (doses to about 108 µM), inactives show top-dose activity change, negative = inhibition, usual class: inhibitors; 580,000 compounds, 1.1% hits; AID 1671190, 2021; active = well fitted inhibition curve with a large enough effect; inconclusive = small, poorly fitted or top-dose-only effect, or another doubt; inactive = no such curve, though single readings can be large or run the other way
#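 Purified human 12hLO (150 nM final) in 25 mM Hepes, 0.01% Triton X-100, pH 7.0 was preincubated 15 min at room temperature with compound. Then 40 uM arachidonic acid was added, 30 min. Hydroperoxide was read by Fe-XO absorbance ratio 573/405 nm.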
# Numbers without * were called inactive; u = inconclusive; [ ] = remark or other dose. % is scaled to controls: 0 for no effect and ±100 for the full control effect; potency is read from the fitted curve at half-maximal effect. These rows are one share of the data, so the mix of outcomes need not match the whole.
nr	ALOX12 inh	Compound
1	-35.4%	NC1=NC2(CS1)CSC(N)=N2
2	-1.9%[6.33 µM]	O=C(c1ccccc1F)N1CCC2(C1)C(=NC1CCCCC1)NC(=O)N2c1cc(F)cc(F)c1 (stereo not given)
3	0.2%	Cc1ccc(C(=O)COC(=O)CCc2c[nH]c3ccccc23)c(C)c1
4	u	COc1ccc(NC(=O)Cc2c(C)c3ccc(O)c(C)c3oc2=O)c(OC)c1
5	8.7%	COc1cc(CNC(=O)c2cc(C3CC3)nc3onc(C)c23)ccc1OC(F)F
6	-25.9%	CC(=O)Nc1ccc(C(=O)NC2CCN(c3cc(-c4ccc(Cl)cc4)[nH]n3)CC2)cc1
7	u	CCN(CC)c1cc(C)nc(Nc2ccc(NS(=O)(=O)c3ccc(OC)c(OC)c3)cc2)n1
8	-5.8%[176 µM]	CC1=C[C@@H](CNS(C)(=O)=O)[C@H](C(C)C)C[C@H]1Cc1nnc(-c2cncn2C)o1
9	9.1%	O=C(Nc1ccccc1)N1CCCC1c1nncn1C1CCCC1 (stereo not given)
10	-0.4%	CN(C)CCNC(=O)c1cccnc1OC1CCNCC1
11	23.7%	O=C([C@@H]1C[C@H](F)CN1C(=O)Nc1ccc(F)cc1)N1CCOCC1
12	8.6%	COc1ccccc1C(=O)N1CCCC(c2nn[nH]n2)C1 (stereo not given)
13	-4.7%	COC(=O)c1c(COc2cccnc2[N+](=O)[O-])nc2ccccc2c1C
14	-12.2%	NC(=O)C(Oc1ccc(Cl)c(Cl)c1)c1ccccc1 (stereo not given)
15	u	O=C1NC(C(=O)O)=CC(c2ccccc2Cl)N1 (stereo not given)

# Screens as filed in PubChem.
